ABCB6 inh MLPCN = blocks the human ABCB6 transporter; Q9NP58; fluorescence ratio to DMSO, % at 10 µM; actives 0.19% (n = 360,000); K562-ABCB6 porphyrin accumulation, flow cytometry, 1 h; stronger effect = lower value;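 active means fluorescence ratio to DMSO below 75%, the collection mean minus 3 SD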;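 further: signal is porphyrin accumulated inside mitochondria; 100% equals median channel fluorescence of DMSO control wells; lower ratio means ABCB6 inhibition with less porphyrin fluorescence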
HTR2A ag = agonists of mouse serotonin 5-HT2A receptor (HTR2A). actives 0.66% (n = 360,000). P35363. activation, % at 7.6 µM. CHO-K1 mHTR2A beta-arrestin complementation, luminescence; percent of 30 µM serotonin response;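 active means activation above a run cutoff, the mean activation of all tested compounds plus 3 SD, cut at about 14% in these data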;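 further: 0% = plate median of compound wells and 100% = 30 µM serotonin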
TLR9-MyD88 block = inhibitors of human TLR9-MyD88 binding; Q9NR96+Q99836; CHO BLA complementation TLR9-MyD88, CCF4 FRET ratio; inhibition, % at 4.98 µM; actives 0.21% (n = 340,000); AID 504734;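 active means inhibition above the mean over all tested compounds plus 3 SD, cut at about 21% in these data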;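 further: 0% = DMSO only wells and 100% = clavulanate BLA inhibitor control wells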
ABHD5 PLIN5 PPI = blocks binding of human ABHD5 to perilipin-5 | inhibition, % at 4 µM | actives 0.78% (n = 360,000) | AID 602281 | Split G. princeps luciferase complementation, luminescence, 4 h;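 active means inhibition above the mean inhibition across every tested compound plus 3 SD, cut at about 22% in these data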;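 further: 0% = DMSO only wells and the 100% control is not disclosed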
Target sequence (Q00G26 whole entry, looked up): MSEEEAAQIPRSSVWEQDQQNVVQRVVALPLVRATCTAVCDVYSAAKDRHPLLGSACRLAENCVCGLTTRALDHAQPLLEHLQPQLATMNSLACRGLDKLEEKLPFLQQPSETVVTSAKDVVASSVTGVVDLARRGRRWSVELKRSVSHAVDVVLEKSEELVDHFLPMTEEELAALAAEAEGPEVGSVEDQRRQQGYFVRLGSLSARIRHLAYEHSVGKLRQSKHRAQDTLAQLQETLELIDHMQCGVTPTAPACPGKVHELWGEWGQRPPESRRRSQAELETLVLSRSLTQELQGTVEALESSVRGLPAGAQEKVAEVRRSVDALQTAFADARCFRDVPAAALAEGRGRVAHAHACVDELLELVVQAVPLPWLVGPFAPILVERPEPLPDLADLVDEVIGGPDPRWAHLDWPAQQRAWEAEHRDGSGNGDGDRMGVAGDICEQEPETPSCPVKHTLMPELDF
Target sequence (Q8WTS1 whole entry, looked up): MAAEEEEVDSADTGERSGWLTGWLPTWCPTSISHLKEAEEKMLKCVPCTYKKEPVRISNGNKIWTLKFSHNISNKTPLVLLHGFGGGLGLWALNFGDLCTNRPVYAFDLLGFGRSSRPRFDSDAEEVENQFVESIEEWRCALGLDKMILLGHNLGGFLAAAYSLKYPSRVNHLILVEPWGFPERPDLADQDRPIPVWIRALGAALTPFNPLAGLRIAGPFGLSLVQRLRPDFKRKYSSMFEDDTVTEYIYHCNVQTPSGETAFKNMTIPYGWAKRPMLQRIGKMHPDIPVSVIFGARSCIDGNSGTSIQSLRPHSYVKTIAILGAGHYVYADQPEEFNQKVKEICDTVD
Glyco luc inh = blocks N-linked glycosylation in D54 reporter cells; AID 588692; D54 ERlucT glycosylation luciferase reporter, 24 h; percent of 100 nM tunicamycin response; actives 0.23% (n = 360,000); reporter increase, % at 12.5 µM;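 active means mean luciferase reporter signal, scaled so untreated is 0 and the glycosylation-blocking control 100, at or above a set limit in every replicate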;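 further: luciferase carries N-glycosylation sites so blocking glycosylation raises the light; 0% = median of neutral control wells and 100% = median of 100 nM tunicamycin wells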
Cardio protect = modulators protecting cardiomyocytes from myocardial damage. H9c2 cardiomyocytes, H2O2 injury protection, ATPLite, 2 h. protection from H2O2 cell death, % at 20 µM. actives 0.63% (n = 360,000). AID 588492;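 active means compounds giving at least 50% protection of heart cells from peroxide-induced death in the single-dose screen, raw or plate-pattern-corrected value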;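 further: 0% = DMSO wells with peroxide and 100% = DMSO wells without peroxide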
SRC2 inh = inhibits human steroid receptor coactivator 2. actives 0.17% (n = 370,000). HEK293 GAL4-SRC2 luciferase reporter, luminescence. AID 651957. inhibition, % at 9 µM;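 active means inhibition above the mean inhibition of all tested compounds plus 3 SD, set per campaign, cut at about 52% in these data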;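 further: 0% = DMSO treated cells and 100% = cells given Gossypol at 36 µM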
NOD2 RIPK2 PPI = inhibitors of human NOD2-RIPK2 interaction; AID 624267; inhibition, % at 4.98 µM; CHO BLA complementation NOD2-RIPK2, CCF4 ratio; actives 0.38% (n = 360,000); O43353; in the data active means inhibition above about 21%;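 further: 0% = vehicle only and 100% = reference blocker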
MC4R barr agon = activates human MC4R beta-arrestin recruitment | activation, % at 8.9 µM | actives 0.98% (n = 360,000) | U2OS MC4R beta-arrestin complementation, luminescence; percent of melanotan II response, DMSO zero | AID 540308;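 active means activation above a per-plate cutoff, the mean activation of sample wells on that plate plus 3 SD, cut at about 8% in these data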
MC4R antag cAMP = antagonists of human melanocortin 4 receptor (MC4R). P32245. MC4R-expressing cells, MTII-stimulated cAMP, LANCE TR-FRET. inhibition, % at 6.5 µM. actives 0.48% (n = 360,000). AID 540295;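 active means inhibition above its plate's cutoff, the mean of tested wells on that plate plus 3 SD, cut at about 29% in these data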;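 further: 0% = Melanotan II alone and 100% = Melanotan II plus saturating MCL0020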
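material = U2OS cells stably expressing human melanocortin 4 receptor (MC4R) | also added = Melanotan II challenge | dosing = single nominal compound dose of 6.5 µM | detection = TR-FRET with Eu-cAMP and labeled anti-cAMP, 671 nm | replication = singlicate | timing = compound 30 min, challenge 1 h, detection 1 h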
* marks the source's active call; other numbers are inactive results; nt = no result given; & = joins results of further samples. Some of the compounds tested (hit frequency here may not be typical).

SMILES	ABCB6 inh MLPCN	HTR2A ag	TLR9-MyD88 block	ABHD5 PLIN5 PPI	Glyco luc inh	Cardio protect	SRC2 inh	NOD2 RIPK2 PPI	MC4R barr agon	MC4R antag cAMP
CCC(=O)OC1(c2ccccc2)C(C)CN(C)CC1C (stereo unspecified)	98	9	-6	-2	2	8	15	-1	-2.5	-4
COc1ccccc1OCC(=O)N1CCN(Cc2ccc3c(c2)OCO3)CC1	96	1	0	0	1	-4	-14	0	-1.4	-3
C[N+](C)(C)CC#CCOC(=O)Nc1cccc(Cl)c1	97	-7	0	5	-1	11	-4	-12	0.3	2
CCC1C2Cc3ccc(O)cc3C1(CC)CCN2C (stereo unspecified)	94	-5	-7	4	2	5	11	-9	-1.1	-7
Cc1ccc(S(=O)(=O)N(C)CCCC(=O)N2CCN(c3ccccn3)CC2)cc1	100	1	5	2	4	-13	8	-2	-1.1	-1
O=C(CNC(=O)c1ccc(Br)cc1)Nc1ccc(Br)cc1C(=O)c1ccccc1	101	-1	3	-10	0	-13	8	-4	4.5	12
CCOC(=O)N1CCC(NC(=O)CCc2nc(C3=CCN(C)CC3)no2)CC1	99&100	3&-5	-2&4	6&-2	0&1	4&-6	-15&-18	-11&2	-0.6&-2.1	4&-4
O=C1NC(=O)C(CCc2ccncc2)(CCc2ccncc2)C(=O)N1Cc1ccc(F)cc1	95	1	12	4	0	4	9	-3	-2.3	9
COc1ccc(Cn2c(N)c(C(=O)NCc3ccco3)c3nc4ccccc4nc32)cc1	99	-6	-15	22*	3	2	-4	-6	-0.4	6
Cc1cccc(Cn2cc(C=O)c3ccccc32)c1	98	0	-2	-5	-14	-14	30	4	-0.5	-5
Cc1ccccc1N1C(=O)NC(=O)/C(=C\c2cc(C)n(C)c2C)C1=O	102	-1	7	-1	2	6	12	-1	0.9	10
CN1C(=O)/C(=C\c2ccc(Br)s2)C(=O)NC1=S	102	-10	-14	5	6	-7	8	-4	0.6	28
CCCCCCn1c(=O)c(C(=O)Nc2cnccn2)c(O)c2ccccc21	92	0	-6	2	-7	-16	-36	-1	0.1	-4
COc1ccc2nc3oc(C(=O)N4CCC5(CC4)OCCO5)cc3cc2c1	109	4	-1	1	0	0	-21	-7	-1.8	5
O=c1oc2ccccc2c(O)c1[C@H]1c2ccc(O)cc2Oc2c1c(=O)oc1ccccc21	101	-7	-10	1	2	0	-12	1	-1.1	11
COc1ccc(CC(C)NCCc2ccc(OC)c(OC)c2)cc1 (stereo unspecified)	100	2	0	-3	1	-4	17	-4	-0.7	1
Cc1ccc(C)c(NC(=S)NCCc2cnc[nH]2)c1	102	4	0	2	2	-5	3	4	-1.2	4
CN(C)CCNC(=O)c1cccn(Cc2cc(C(F)(F)F)cc(C(F)(F)F)c2)c1=O	94	3	-2	11	1	9	-16	1	2.4	-7
CC(NCc1cccc(Cl)c1Cl)C(O)c1ccccc1 (stereo unspecified)	86	-6	-7	6	2	0	-10	0	2.7	10
O=c1[nH]c2c(c(=O)n1C1CCCCC1)CCC2	85	0	-3	0	0	3	-9	-1	-0.9	2
Clc1ccc(CNCCc2ccc3c(c2)OCO3)cc1	96	2	12	5	2	3	9	-15	-1.4	-3
O=C(Cn1ccc2ccccc2c1=O)NCC(=O)N1CCC2(CC1)OCCO2	101	-2	-7	6	1	13	1	-2	2.1	11
CCC(=NCc1ccc2c(c1)OCO2)c1c(O)n(C2CCCCC2)c(=O)[nH]c1=O	99	-1	2	-2	-4	-19	6	-5	-0.3	5
CCOC(=O)C1C2c3ccccc3O[C@@]1(C)N=C1SCC(=O)N12 (stereo partly specified)	79	6	1	0	2	-6	-8	-5	-0.9	1
CCn1c(C)c(C(=O)Nc2ccc(OC)cc2)c2cc(OC)ccc21	104	-4	-4	0	1	-3	-70	4	-0.1	10
Following part
SMILES	ABCB6 inh MLPCN	HTR2A ag	TLR9-MyD88 block	ABHD5 PLIN5 PPI	Glyco luc inh	Cardio protect	SRC2 inh	NOD2 RIPK2 PPI	MC4R barr agon	MC4R antag cAMP
CC1(C)CN2C(c3ccc(Cl)cc3)N2C1 (stereo unspecified)	144	2	-10	2	0	-8	6	-3	-0.9	2
C[C@]12CCC3C(CC[C@H]4C[C@@H](O)CC[C@]34C)C1C/C(=N/O)[C@@H]2O (stereo partly specified)	92	9	-4	11	-2	2	6	-11	-1.4	4
Cc1ccccc1N1CCN(C2CCCN(C(=O)Cc3c(C)noc3C)C2)CC1 (stereo unspecified)	102	-6	-2	1	1	2	-13	-17	0.6	6
CC(C)CC(=O)Nc1ccc(S(=O)(=O)N2CC3CC(C2)c2cccc(=O)n2C3)cc1 (stereo unspecified)	99	0	8	-3	1	2	-3	3	-1.4	7
COc1cccc(CN2CCN(c3ccc(F)cc3)CC2)c1OC	98	1	-17	-5	-1	-3	14	-7	2.7	3
CCN(CC)CCO	103	0	-1	-2	0	-3	13	-13	1.1	11
COc1ccc(-n2c(O)c(/C(C)=N/N3CCCCCC3)c(=O)[nH]c2=O)cc1	96	2	nt	-2	-2	-4	-4	-8	-0.8	4
CCN(CC)C(=O)Oc1ccc(NC(=O)N2CCOCC2)cc1	93	-4	-11	-17	0	5	-1	2	-0.4	0
CCCCCCn1c(=O)c(C(=O)Nc2c(C)n(C)n(-c3ccccc3)c2=O)c(O)c2ccccc21	91	-2	-4	-5	9	-8	7	-12	1.7	27
O=C(Cc1ccc(N(CCCl)CCCl)cc1)NC(Cc1ccc(Cl)cc1)C(=O)O (stereo unspecified)	105	8	-7	2	2	3	22	-9	0.5	5
CCOC(=O)C(O)(c1ccc(NC(=O)Oc2ccccc2)cc1)C(F)(F)F (stereo unspecified)	90	-4	0	-16	3	-2	16	3	-3.4	-26
Fc1ccc(CCNCc2ccc(Br)cc2)cc1	103	-4	-18	4	0	1	2	-1	0.8	4
Cc1ccc(O)c(C(=O)c2cc(C(=O)NCCC(C)C)c(=O)n(CCC(C)C)c2)c1	104	4	2	-2	-8	-8	-20	-16	3.4	11
CN1CC(Br)C(=O)NC1=O (stereo unspecified)	101	3	-3	-5	0	3	-8	7	0.4	11
CCCCn1nnnc1C(c1ccccc1)N1CCC2(CC1)C(=O)NCN2c1ccccc1 (stereo unspecified)	99	4	nt	-1	1	5	2	0	nt	nt
Cc1ccc(C(=O)n2cc(CCN3CCS(=O)(=O)CC3)c3ccccc32)cc1	96	4	5	6	-2	2	-11	1	-2.8	1
COc1ccc(C(=O)C2CCCN(Cc3ccon3)C2)c(OC)c1 (stereo unspecified)	103	-7	-10	-1	-1	3	22	-10	-2.5	-1
CC(=O)Nc1ccc(S(=O)(=O)NC(CC(=O)N2CCC3(CC2)OCCO3)C(C)C)cc1 (stereo unspecified)	82	-1	-2	-4	0	15	-21	-2	-0.2	8
O=C(O)C(Br)CBr (stereo unspecified)	100	-1	1	-4	0	1	6	8	-0.8	4
c1ccc(CCN2CCC3(CC2)OCCO3)cc1	102	-1	5	3	-1	0	-19	8	-1.4	7
CCCCCCn1c(=O)c(C(=O)Nc2ncccc2C)c(O)c2ccccc21	103	4	-13	6	1	-6	-13	-3	2.3	2
COc1cc2occc2c2oc(=O)ccc12	102	-1	1	7	7	2	2	-8	2.1	-4
O=c1cccc2n1CC1CC2CN(Cc2cccc(Cl)c2Cl)C1 (stereo unspecified)	102	0	2	3	6	12	11	0	-0.9	16
OCC12CO[C@@H]3c4ccccc4[C@H](OC1)N32 (stereo partly specified)	82	-7	-2	11	-1	2	-23	-1	-0.7	11
COC(=O)C1=CO[C@@H](C)[C@@H]2CN3CC[C@@]4(C(=O)Nc5ccccc54)[C@@H]3C[C@H]12	99	-5	3	-4	-2	-7	-30	-1	-0.7	10
Next part:
SMILES	ABCB6 inh MLPCN	HTR2A ag	TLR9-MyD88 block	ABHD5 PLIN5 PPI	Glyco luc inh	Cardio protect	SRC2 inh	NOD2 RIPK2 PPI	MC4R barr agon	MC4R antag cAMP
CCn1c(=O)cc(OCC(=O)N2CCC3(CC2)OCCO3)c2ccccc21	103	2	-19	-3	9	6	-45	-3	1.5	3
CCOC(=O)c1ccccc1C(=O)OCC	98	1	-4	-4	1	-6	-11	-3	1.4	15
Cc1ccccc1OCCCn1cc(C(=O)C(=O)N2CCOCC2)c2ccccc21	101	-5	-3	10	0	4	5	-10	-2.2	3
O=C(c1ccccc1F)N1C[C@H]2C[C@@H](C1)c1cccc(=O)n1C2	98	-6	-1	-9	-1	2	12	-10	-1.9	0
COc1cccc(CNCCc2ccc3c(c2)OCO3)c1OC	103	13	-1	4	0	-2	7	1	0.1	5
COc1ccccc1OCC#CCN1CCCC(C)C1 (stereo unspecified)	103	-3	0	-2	1	-1	-3	-1	-2.8	8
COc1cccc(-c2nc3ccc(N4CCN(C)CC4)cc3[nH]2)c1	97	-2	-7	1	-17	-37	-51	7	-2.5	-4
c1ccc(CCCN2CCN(CCOC(c3ccccc3)c3ccccc3)CC2)cc1	98	3	-6	0	-5	-22	-4	2	2.0	6
Cc1ccc(C2NC(=S)NC(c3ccc(C)cc3)C23C(=O)NC(=O)NC3=O)cc1 (stereo unspecified)	100	5	2	-3	1	-1	-9	-11	-1.8	0
CC(=O)N[C@@H]1CC[C@@]2(O)[C@H]3Cc4ccc(O)c5c4[C@@]2(CCN3CC2CC2)[C@@H]1O5	98	0	3	2	1	8	3	-5	-1.3	7
CCn1ccnc1CN1CCCC(C(=O)c2ccc(OC)cc2OC)C1 (stereo unspecified)	96	-7	-1	-7	-2	-14	1	-1	-1.3	4
CSc1ncc(/C=C2/C(=O)NC(=O)N(c3ccc(C)cc3)C2=O)cn1	92	4	-7	18	-1	-5	-34	2	1.1	4
N#CC1=C(N)Oc2c(c(=O)sc3ccccc23)C1c1cccnc1 (stereo unspecified)	97	2	0	2	nt	17	10	22*	-1.9	4
Nc1ccc(Br)cc1	92	1	1	7	0	1	-8	7	0.3	4
COCCNC(=O)N1[C@H]2CC[C@@H]1C(C(=O)OC)=C(c1ccc(OC)c(OC)c1)C2	98	4	8	4	0	3	-18	5	-2.0	7
CCN(C(=O)COC(=O)Cc1ccccc1)c1c(N)n(Cc2ccccc2)c(=O)[nH]c1=O	97	-1	6	1	2	6	-5	2	-2.4	2
CC(C)(C)c1cc(OC(=O)Cc2ccccc2)ccc1O	94	15*	7	1	2	-4	0	5	10*	3
O=C(C(=C1N(Cc2ccc(Cl)nc2)CCN1Cc1ccc(Cl)nc1)[N+](=O)[O-])C(Cl)Cl	97	3	-8	7	0	8	5	-7	0.8	11
C=CCCC1(CC)C(=O)NC(=S)NC1=O	402	3	-24	-6	-1	-3	-14	-3	-1.8	8
CCCCN1C(=O)NC(=O)/C(=C/c2cnc(SC)nc2)C1=O	97	-2	-6	-16	0	3	-7	-5	-2.1	1
COc1cccc([C@@]2(O)CCCC[C@@H]2CN(C)C)c1	101	2	6	4	-3	4	26	-7	0.1	0

Screening data as filed in PubChem.
